# B2AR arrestin ag – ADRB2 beta-arrestin recruitment; HTLA Tango cells, beta-arrestin recruitment, luciferase luminescence, 18 h; Potency, µM (series often up to 46.1 µM), for inactives: at the highest dose activation, hits mostly activators; 44,000 tested, under 10 active; AID 1347077; P07550;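 further: potency means the concentration at half of the fitted maximal effect; 0% = DMSO and full agonism = EC100 isoproterenol or metaproterenol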
#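 Tango cell line, 1% FBS DMEM; cpd titration up to 46 microM; 18 hr, 37 degrees C, 5% CO2. Luciferin/ATP substrate mix added, 15 min RT, luminescence. %Activity, CRC fitting, curve-class categorization.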
# GALK inhibitor – GALK (human) enzyme inhibition; P51570; 44,000 tested, under 10 active; recombinant GALK, Kinase-Glo ATP luminescence, 1 h; Potency, µM (top dose mostly 57.5 µM), for inactives: at the highest dose activity, negative = inhibition, hits mostly inhibitors;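 further: plate controls were full GALK reaction for no effect and reaction lacking GALK for full effect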
#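 5 nM GALK with 35 µM ATP and 100 µM galactose in HEPES pH 8.0, MgCl2, NaCl, DTT, BSA; 1 h RT reaction, remaining ATP detected by Kinase-Glo Plus luminescence after 10 min; qHTS concentration series.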
# PTAP-TSG101 blk – blocks PTAP binding to human TSG101, validation | Potency, µM (highest dose often 115 µM), for the others: at the highest dose activity change, negative = inhibition, most hits filed as inhibitors | 44,000 tested, under 10 active | Q99816 | Fluorescence polarization, FITC-PTAP peptide/Tsg101, 20 min | AID 1347069; further: potency means the concentration at half of the fitted maximal effect; 0% is about no effect
#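 FITC-labeled PTAP peptide (50 nM final) binding to Tsg101 binding domain (10 uM final) read by fluorescence polarization after 20 min at r.t. in HEPES pH 7.5 buffer. Actives by CRC class, <25 µM.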
# FH mod – Identification of activators of human fumarate hydratase by quantitative high-throughput screening. Fumarate hydratase, mitochondrial (Homo sapiens), P07954. FH coupled MDH/diaphorase resazurin fluorescence, 15 min. Potency, µM (top dose mostly 79.9 µM), for the others: at the highest dose activity change, negative = inhibition, actives largely listed as inhibitors. hit rate 0.22% among 54,000. AID 1347055, 2019; further: potency means the concentration at half of the fitted maximal effect; on the % scale 0 is the no-effect control and ±100 the full control effect; the screen sought activators but most active calls are inhibition curves; nearly all actives have a fitted effect of over 45% in size
# Target sequence (P07954 whole entry, looked up): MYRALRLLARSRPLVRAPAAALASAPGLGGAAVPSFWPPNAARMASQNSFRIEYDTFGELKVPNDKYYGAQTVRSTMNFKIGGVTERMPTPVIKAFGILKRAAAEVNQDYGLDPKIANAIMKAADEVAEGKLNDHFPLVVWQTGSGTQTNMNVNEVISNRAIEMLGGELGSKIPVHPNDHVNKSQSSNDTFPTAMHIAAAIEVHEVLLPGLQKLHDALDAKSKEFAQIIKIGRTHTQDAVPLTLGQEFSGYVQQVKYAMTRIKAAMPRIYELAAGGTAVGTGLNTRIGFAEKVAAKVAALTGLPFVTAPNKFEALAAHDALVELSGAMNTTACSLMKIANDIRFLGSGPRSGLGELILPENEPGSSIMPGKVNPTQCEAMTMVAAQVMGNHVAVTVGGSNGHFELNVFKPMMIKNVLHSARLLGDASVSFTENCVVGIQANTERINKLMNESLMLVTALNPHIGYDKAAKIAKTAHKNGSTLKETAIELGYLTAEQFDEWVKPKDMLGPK
# p53null 32C kill – kills p53 null cells at the permissive temperature | H1299-neo p53 null cells, ATP luminescence, 24 h, 32C | Potency, µM (series often up to 46.1 µM), without a hit: top-dose activity change, negative = cytotoxicity, actives largely listed as cytotoxic | hit rate 0.62% among 55,000 | AID 903;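 further: potency means the concentration at half of the fitted maximal effect; 0% = DMSO only and -100% = full killing by 100 µM tamoxifen; nearly all actives have a fitted effect of over 55% in size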
#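 H1299-neo (p53 null) cells, 600/well, treated 24 h at 32C with compound up to 46 uM; ATPlite luminescence viability, normalized to DMSO and 100 uM tamoxifen; AC50 by Hill fit.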
# NTMT1 inh – NTMT1 methyltransferase inhibition; NTMT1 MTase-Glo SAH luminescence, purified enzyme; Potency, µM (titrated, usually from 114 µM), inactives show at the highest dose activity change, negative = inhibition, usual class: inhibitors; hit rate 2.5% among 59,000; Q9BV86;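 further: potency means the concentration at half of the fitted maximal effect; plate controls were DMSO vehicle for no effect and no enzyme for full effect; nearly all actives have a fitted effect of over 65% in size; many of its hits are not listed in these tables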
# Target sequence (Q9BV86 whole entry, looked up): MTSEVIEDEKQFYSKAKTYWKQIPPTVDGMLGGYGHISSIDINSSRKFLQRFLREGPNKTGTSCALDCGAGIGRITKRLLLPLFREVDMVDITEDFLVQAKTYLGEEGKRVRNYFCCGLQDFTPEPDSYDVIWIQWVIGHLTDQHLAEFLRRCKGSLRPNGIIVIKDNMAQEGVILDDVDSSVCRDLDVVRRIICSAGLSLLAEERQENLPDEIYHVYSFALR
# p53null 39C kill – selectivity test: cytotoxicity in p53 null cells, nonpermissive temperature; AID 904; Potency, µM (doses to about 46.1 µM), for inactives: at the highest dose activity, negative = cell killing, most hits filed as cytotoxic; H1299 p53-null (neo) cells, 39C, ATPlite viability, 24 h; hit rate 0.97% among 55,000;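 further: potency means the concentration at half of the fitted maximal effect; 0% = DMSO only and -100% = full killing by 100 µM tamoxifen; nearly all actives have a fitted effect of over 50% in size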
#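 Temperature-shift cytotoxicity format: compound titrations on p53-null or A138V-expressing H1299 cells held 24 hr at 39C, cell ATP then measured, AC50 from Hill model.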
# * marks the source's active call; other numbers are inactive results; ? = inconclusive; . = no result given; [ ] = remark or other dose. The call rests on the fitted dose curve; in most records, active means well fitted curve in the direction sought with a large enough effect; inconclusive means small, poorly fitted or top-dose-only effect, or another doubt; inactive means no such curve, though single readings can be large; an effect the other way counts as inactive or inconclusive. A portion of the library; rates above refer to the full screens.
# Results follow in this order: B2AR arrestin ag	GALK inhibitor	PTAP-TSG101 blk	FH mod	p53null 32C kill	NTMT1 inh	p53null 39C kill
> CNC(=O)CN1C(=O)c2cccnc2Sc2ccccc21
  0.3%	-1.3%	-0.9%	2.1%	-4.3%	-1.4%	-12.8%
> CCOC(=O)c1c(NC(=O)CCCOc2ccc(C(C)(C)C)cc2)sc2c1CCC2
  1.0%	-1.6%	-1.0%	-1.4%	3.1%	-11.8%	-9.9%
> COc1ccc(CCC(=O)NCc2nc3cccnc3n2Cc2ccccc2)cc1
  -0.2%	1.3%	-4.0%	6.1%	-4.0%	7.5%	27.4%
> O=C(NCC(c1ccc2c(c1)OCO2)N1CCOCC1)c1c(F)cccc1F (configuration not stated)
  0.1%	1.0%	-4.4%	13.0%	4.3%	7.5%	?
> COc1ccc(-n2c(=O)c3ccccc3n(CC(=O)NCCc3ccc(OC)c(OC)c3)c2=O)cc1
  0.4%	5.6%	-1.5%	1.1%	2.9%	?	-11.7%
> Cc1oc(-c2ccccc2)nc1Cn1c(=O)cc(-c2ccccc2)c2c(C)nn(C)c21
  -1.5%	2.2%	-4.6%	-25.1%	9.9%	-0.4%	20.7%
> COCc1nc2cccnc2n1C1CCN(S(=O)(=O)N(C)C)CC1
  0.1%	4.7%	-10.5%	.	-2.3%	.	-12.7%
> Cc1cccc(CNC(=O)C2CCN(S(=O)(=O)c3cccc4nonc34)CC2)c1
  -2.2%	1.7%	-1.4%	0.4%	2.3%	9.2%	-12.1%
> COc1cccc(CCNC(=O)c2ccc(Cn3c(SCc4ccccc4)nc4cccnc43)cc2)c1
  -1.9%	-0.8%	2.1%	-17.7%	?	?	?
> COC(=O)c1ccccc1NC(=O)NCCc1c(C)nn(C)c1C
  0.8%	-2.1%	-7.5%	-0.4%	-5.4%	-5.9%	-2.1%

# Looked up above.
# COc1ccc(-n2c(=O)c3ccccc3n(CC(=O)NCCc3ccc(OC)c(OC)c3)c2=O)cc1 | FH mod = 1.1%
# COCc1nc2cccnc2n1C1CCN(S(=O)(=O)N(C)C)CC1 | p53null 39C kill = -12.7%

# Other entries follow.
# Results follow in this order: B2AR arrestin ag	GALK inhibitor	PTAP-TSG101 blk	FH mod	p53null 32C kill	NTMT1 inh	p53null 39C kill
> CCN(CC)c1nc2c(S(=O)(=O)c3cccc(Cl)c3)nnn2c2ccsc12
  0.9%	0.9%	4.6%	0.5%	9.0%	-1.1%	10.5%
> CCOC(=O)c1ccc(NC(=O)CC2C(=O)N(c3cccc(OC)c3)C(=O)N2Cc2cccnc2)cc1 (configuration not stated)
  2.0%	2.0%	-1.6%	.	-10.0%	.	5.4%
> O=c1c2oc3ccccc3c2n(Cc2cccc(F)c2)c(=O)n1Cc1ccc2c(c1)OCO2
  -0.8%	3.8%	-1.0%	-8.3%	-2.0%	7.2%	-18.0%
> COc1ccc(C(CC(=O)O)NC(=O)c2cc3ccccc3oc2=O)cc1OC (configuration not stated)
  0.9%	4.8%	-1.9%	-2.0%	4.0%	12.8%	-8.6%
> CCOc1ccc(NC(=O)c2ccc(F)c(S(=O)(=O)N(Cc3ccc(C(=O)OC)cc3)Cc3ccc(OC)c(OC)c3)c2)cc1
  0.4%	0.0%	-3.5%	0.7%	0.6%	1.9%	-8.4%
> COc1ccc(C(=O)N2CC(=O)Nc3ccc(C)cc3C2c2ccc(F)cc2)c(OC)c1 (configuration not stated)
  -1.6%	6.3%	-10.3%	-8.0%	0.9%	-1.4%	-10.4%
> Cc1cccc(N2CCN(S(=O)(=O)c3cc(C(=O)Nc4ccccc4Cl)ccc3F)CC2)c1C
  -0.8%	-6.3%	-5.1%	-10.2%	3.1%	-12.9%	19.4%
> Cc1c(C(=O)Nc2ccccc2Br)oc2ccc(S(=O)(=O)N3CCCCCC3)cc12
  -0.8%	-0.2%	3.4%	3.7%	-2.4%	0.9%	22.8%
> Cc1ccc(N2C(=O)N(Cc3cccc(Cl)c3)c3ccccc3S2(=O)=O)cc1
  1.0%	-1.4%	-2.1%	-7.8%	1.4%	-24.8%	25.4%
> CCc1ccc2oc(-c3cccc(NC(=O)c4ccc(-c5cccc([N+](=O)[O-])c5)o4)c3)nc2c1
  -0.1%	0.0%	-4.2%	-8.0%	-24.9%	3.2%	?
> COc1cccc(CNC(=O)Cn2c(SCC(=O)Nc3ccc(C)c(C)c3)nc3ccccc32)c1
  -0.7%	-1.5%	-1.0%	12.6%	?	?	?
> COc1ccc(OC)c(CCNC(=O)c2ccc3c(c2)N(Cc2ccccc2)CCS3)c1
  0.1%	0.1%	1.1%	-9.2%	23.5%	1.9%	1.7%
> Cc1ccc(-n2c3nc(=O)[nH]c(=O)c-3cc3c(C)nn(-c4ccccc4)c32)cc1Cl
  0.8%	8.5%	-0.9%	?	5.5%	-2.3%	4.4%
> COc1ccc(CCNC(=O)c2ccc3c(c2)CCN3S(=O)(=O)c2ccc(C)cc2)cc1
  -1.4%	0.5%	-1.2%	-13.8%	12.5%	19.3%	-2.5%
> COc1ccc(Cn2cc(C(=O)c3ccc(C)cc3)c(=O)c3cc(OC)c(OC)cc32)cc1
  -0.6%	6.3%	1.8%	-14.0%	0.8%	1.7%	-23.3%
> O=c1c2ccccc2n2c(-c3ccccc3O)nnc2n1Cc1ccc(F)cc1
  -0.9%	2.4%	1.9%	-5.5%	-5.3%	-18.1%	31.3%[activator]
> COc1ccc(NC(=O)CN(C)S(=O)(=O)c2ccc3nc(C)sc3c2)cc1Cl
  -4.0%	1.0%	-0.8%	3.7%	3.5%	7.4%	-18.2%
> CCN1CCc2c(sc(-n3cccc3)c2C(C)NC(=O)Nc2ccc(C(=O)OC)cc2)C1 (configuration not stated)
  -0.2%	0.3%	9.7%	-23.5%	-6.3%	-29.8%	-8.6%
> CCCN(CCC)C(=O)CSc1nnc2cc(C)c3cc(C)cc(C)c3n12
  -3.6%	0.3%	-0.7%	-0.7%	-2.5%	?	-14.2%
> Nc1ncc(S(=O)(=O)N2CCN(c3ccccc3)CC2)cn1
  0.0%	2.6%	-4.6%	5.5%	-9.1%	5.2%	13.7%
> O=c1c2cc3c(cc2nc2sc(Nc4cccc([N+](=O)[O-])c4)nn12)OCO3
  0.7%	-0.6%	-8.5%	-0.2%	-11.3%	1.6%	-1.6%
> CCOCCCNC(=O)CCC(=O)NNc1nc2ccccc2c2nc(C)nn12
  0.9%	0.6%	0.2%	-0.3%	-7.6%	6.8%	-11.6%
> O=C(Nc1cc(F)ccc1F)N1CCC(CN2CCCC2)CC1
  -0.4%	3.2%	-1.4%	5.5%	0.6%	6.8%	3.2%
> Cc1ccc(NC(=O)Cc2ccc(-n3c(C)nc4cccnc43)cc2)cc1C
  -1.0%	-0.6%	-8.6%	-13.8%	7.1%	-1.0%	9.9%
> COc1ccc(C(=O)Nc2ccc3nc4n(c(=O)c3c2)CCCCC4)cc1OC
  -1.7%	3.4%	1.4%	-11.7%	-5.4%	4.3%	-10.9%
> Cc1cc(C)c(NC(=O)C2CCN(c3nc4ccccc4[nH]3)CC2)c(C)c1
  -0.2%	-2.8%	0.0%	-0.6%	-8.2%	10.5%	?
> Cc1ccc(NC(c2cccc(Cl)c2)c2nnc(-c3ccccc3)o2)cc1F (configuration not stated)
  0.1%	?	-2.3%	.	36.1%[activator]	.	20.6%
> COc1ccccc1CNC(=O)CCCCn1c(=O)c2ccccc2n(CC(=O)Nc2c(C)cc(C)cc2C)c1=O
  1.0%	3.1%	1.0%	-8.6%	6.4%	?	-14.3%
> COc1ccc(-n2nnnc2SCC(=O)NCCc2ccccc2)cc1
  -0.3%	0.0%	-1.0%	-0.4%	11.0%	15.9%	-22.3%
> CCOc1ccc(S(=O)(=O)N2CCN(c3cccc(C(F)(F)F)c3)CC2)cc1OCC
  0.6%	-0.9%	-6.6%	-18.6%	12.0%	-2.9%	-4.3%
> CCn1c(C(=O)NCc2ccccc2C)cc2oc3ccccc3c21
  0.2%	-12.5%	-0.9%	-19.3%	?	-1.4%	6.0%
> Cc1ccc(CNC(=O)C(=O)NCC(c2cccs2)S(=O)(=O)c2ccc(C)cc2)cc1 (configuration not stated)
  -2.8%	2.4%	-2.6%	-6.8%	-21.2%	-18.5%	11.1%
> Cc1nc(N2CCCC2)ncc1C(=O)NCc1cccc(Cl)c1
  1.3%	-2.0%	-4.0%	3.7%	4.7%	4.7%	1.9%
> CCOc1cccc(C(=O)Nc2ccc(NC(=O)c3ccc(Br)cc3)cc2)c1
  -0.5%	1.1%	1.2%	-15.8%	1.5%	3.3%	-17.7%
> Cc1ccc(CNC(=O)C(C)n2ccc3cc(S(=O)(=O)N4CCCC4)ccc32)cc1 (configuration not stated)
  0.2%	1.4%	-2.4%	-6.4%	-4.9%	4.6%	-13.5%
> Cc1ccc(C)c(Cn2c3ccccc3c3cnn(CC(=O)NC(C)CCc4ccccc4)c(=O)c32)c1 (configuration not stated)
  -2.9%	3.3%	-2.2%	2.7%	-14.0%	6.8%	-1.2%
> Cc1ccc(-c2noc(-c3nnn(CC(=O)Nc4cc(C)cc(C)c4)c3N)n2)cc1
  -0.7%	1.1%	-1.7%	7.0%	2.3%	?	5.8%
> CCc1ccccc1NC(=O)Cn1c(=O)n(CCc2ccccc2)c(=O)c2sc3ccccc3c21
  1.0%	6.5%	1.6%	-2.3%	?	21.1%	-18.5%
> CCOc1ccccc1CNC(=O)Cn1cc2c(n1)-c1c(oc(C(=O)N3CCCC3)c1C)CC2
  1.6%	2.4%	2.6%	-22.5%	-10.5%	-17.5%	-26.7%
> COc1ccc(NC(=O)c2cc(-c3ccccc3O)no2)cc1
  -0.7%	2.2%	-5.9%	8.8%	4.0%	?	-16.7%
> CC(C)c1nnc(NC(=O)c2nc(SCc3ccc(F)cc3)ncc2Cl)s1
  -2.4%	8.2%	-2.9%	-4.8%	-12.4%	4.1%	-13.2%
> O=C(Nc1nc2c(F)cccc2s1)c1ccc2c(c1)OCCO2
  -2.3%	1.3%	-3.1%	-18.0%	3.98µM*	-19.9%	?
> CCOC(=O)c1c(C)[nH]c(C)c1S(=O)(=O)N(C)CC(=O)Nc1ccc(C)c(F)c1
  -0.3%	-0.6%	-0.6%	-16.9%	2.3%	7.3%	?
> O=C(NCCc1ccccc1)c1cc(-c2cccc(Cl)c2)on1
  0.7%	4.3%	-3.9%	.	8.4%	.	-7.4%

# Compounds from the list above that contain a nitro group on carbon (2):
# Results follow in this order: B2AR arrestin ag	GALK inhibitor	PTAP-TSG101 blk	FH mod	p53null 32C kill	NTMT1 inh	p53null 39C kill
> CCc1ccc2oc(-c3cccc(NC(=O)c4ccc(-c5cccc([N+](=O)[O-])c5)o4)c3)nc2c1
  -0.1%	0.0%	-4.2%	-8.0%	-24.9%	3.2%	?
> O=c1c2cc3c(cc2nc2sc(Nc4cccc([N+](=O)[O-])c4)nn12)OCO3
  0.7%	-0.6%	-8.5%	-0.2%	-11.3%	1.6%	-1.6%
